# Screens (PubChem BioAssay)
# bCat nuc transl: modulators of beta-catenin nuclear translocation; HeLa beta-catenin nuclear translocation, immunofluorescence imaging; nuclear translocation activity, % at 5 µM; 0.3% of 190,000 active; AID 1665;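 active means nuclear translocation activity above 50% at 5 µM, with a well cell count of 50 or more; inconclusive means wells under 50 cells across six images, flagged as toxic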;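 further: per-cell ratio of nuclear to cytoplasmic median beta-catenin stain intensity; plate controls were DMSO negative control for no effect and GSK-3 inhibitor IX positive control for full effect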
#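 Technique: fluorescence imaging of beta-catenin antibody stain plus DAPI / Material: human HeLa cell line / Incubation: compound treatment 24 h, 37°C, 5% CO2 / Read-out basis: % activation of per-cell nuclear versus cytoplasmic median beta-catenin signal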
# AID2073: disruptors of CaV2.2 binding to Mint1 – biochemical, HTRF (AID 2073). inhibition, % at 20 µM, or IC50 in µM where a hit was titrated. HTRF protein-protein interaction, Mint1-CaV2.2; higher % means a stronger effect. 0.19% of 290,000 active; in the data active means inhibition mostly above about 51%, no sharp cut-off; inconclusive means no clear call, values can overlap the other calls; inactive means mostly below about 53%; further: some results filed as inactive read as strong as hits
# Ins promoter up: MIN6 insulin promoter up-regulation | MIN6 insulin promoter-GFP reporter, high-content imaging; active compounds read high | z-score at 5 µM | 0.3% of 190,000 active;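 active means z-score above 3 at 5 µM with at least 500 cells counted in the well; inconclusive means wells under 500 cells, flagged as cytotoxic or low count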
# HIV fusion peptide: inhibitors of HIV fusion peptide binding, primary screen, biochemical, uHTS, fluorescence dequenching (AID 1986) | one-dose inhibition, % at 20 µM; IC50 in µM for titrated hits | cell-free peptide binding, fluorescence dequenching, 30 min; higher % means a stronger effect | 0.3% of 290,000 active; in the data active means inhibition mostly above about 52%, no sharp cut-off; inactive means mostly below about 76%; further: some results filed as inactive read as strong as hits
# Dynein cargo inh: dynein cargo transport inhibition; 3617.4 mouse cells, GR-EGFP nuclear translocation imaging; test concentration mostly 20 µM; stimulated with dexamethasone, 1 µM; active compounds read low; z-score, hits read low; 0.47% of 220,000 active;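 active means plate z-score of nuclear minus cytoplasmic receptor signal below a set negative limit, without overly bright fluorescence or cell loss, cut at about -3.5 in these data, passing the limit was not always enough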;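 further: z-score of nuclear minus cytoplasmic ring GR-EGFP intensity difference per well; some compounds called inactive have numbers as strong as hits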
#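 Buffer or medium: tet-free, stripped-serum medium; reagent: dexamethasone at 1.0 µM final, 30 min; incubation: 48 h induction, 1 h compound, 30 min dex at 37 °C; measured by: formaldehyde fixation, Hoechst nuclear stain, 10x automated fluorescence imaging; read-out: nuclear-to-cytoplasmic GR-EGFP distribution per well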
# WT yeast gro inh: growth inhibition of WT yeast, mitochondrial fusion screen | mitochondrial fusion phenotypic screen, WT strain | inhibition, % at 10 µM | 2.1% of 190,000 active | AID 1362; in the data active means inhibition above about 58%; tested in S. cerevisiae
# Autophagy mod: modulators of autophagy | MEF GFP-LC3 puncta imaging; test concentration mostly 10 µM | 0.98% of 190,000 active | calls only at 10 µM (by protocol) | AID 463193;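 active means percentage of spot-positive cells more than 3 SD above its plate mean, without a fluorescence outlier flag or 80% toxicity; inconclusive means no clear call, values can overlap the other calls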;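 further: spot-positive cell cutoff set from DMSO-treated cells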
# Yfh1-off respiration: mitochondrial function rescue without frataxin homolog – Friedreich's ataxia, plus single-dose screen, dose response (AID 1465); S. cerevisiae Yfh1-off respiration, WST-1 reduction, 72 h; higher fold induction means a stronger effect; fold induction at 50 µM; hits with a dose series show EC50 in µM; 0.074% of 220,000 active;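 active means fold induction of absorbance versus untreated yeast above a set limit, then at least 30% activation at any dose in follow-up; inconclusive means repeats straddling the limit, or above it without dose testing; inactive means fold induction below the set limit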;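 further: activators that raise dye reduction in frataxin-depleted yeast; strong numbers were not always called active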
# MT stabilize HCS: microtubule stabilization, imaging screen; HeLa tubulin immunostaining HCS, 24 h; share of cells brighter than vehicle mean+2SD; % tubulin-high responders, % at 10 µM; 0.83% of 200,000 active; AID 2205;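 active means plate Z-score above 3 for both tubulin-high and condensed-nucleus cell shares, with cell loss under 80%, at 10 µM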;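 further: anti alpha tubulin signal scored within the nucleus-defined area of each cell; some results filed as inactive read as strong as hits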
# WT yeast gro inh mutant strain: also measured in WT yeast gro inh; calls as there; inhibition, %; mitochondrial fusion phenotypic screen, mutant strain inhibition
# Dynein cargo inh cytoplasmic EGFP: recorded beside Dynein cargo inh, whose call it bears; z-score; measured here: cytoplasmic GR-EGFP intensity; active compounds read high
# Dynein cargo inh nuclear GR-EGFP: further read-out of Dynein cargo inh, marked with its call; z-score; measured here: nuclear GR-EGFP intensity;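 lower value marks the stronger effect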
# Dynein cargo inh cell count: second read-out of Dynein cargo inh, no call of its own (marks repeat the call); z-score; measured here: cell count per field
# Ins promoter up cell count: second read-out of Ins promoter up, no call of its own (marks repeat the call); cell count; measured here: cytotoxicity, nuclei count;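 total cells summed across four imaged fields per well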
# bCat nuc transl cell count 5 µM: also measured in bCat nuc transl; calls as there; cell count; measured here: cell count, cytotoxicity flag
# MT stabilize HCS Hoechst-high %: further read-out of MT stabilize HCS, marked with its call; % Hoechst-high responders; measured here: nuclear condensation Hoechst responders;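 share of cells brighter than vehicle mean plus two SD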
# MT stabilize HCS cytotoxicity %: second read-out of MT stabilize HCS, no call of its own (marks repeat the call); toxicity, %; measured here: cytotoxicity by cell density;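 0% = mean cell density of plate MIN control wells and 100% = no cells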
# Autophagy mod cell loss 18 h: further read-out of Autophagy mod, marked with its call; toxicity, %; measured here: cell loss, nuclei count;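 cell loss after 18 h compound exposure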
# * hit, by the source's call; i = inactive; ? = inconclusive; . = not tested or not shown.
# Screens in order – bCat nuc transl	bCat nuc transl cell count 5 µM	AID2073	Ins promoter up	Ins promoter up cell count	HIV fusion peptide	Dynein cargo inh	Dynein cargo inh cytoplasmic EGFP	Dynein cargo inh nuclear GR-EGFP	Dynein cargo inh cell count	WT yeast gro inh	WT yeast gro inh mutant strain	Autophagy mod	Autophagy mod cell loss 18 h	Yfh1-off respiration	MT stabilize HCS	MT stabilize HCS Hoechst-high %	MT stabilize HCS cytotoxicity %
O=C(Nc1ccccn1)c1cccc(S(=O)(=O)N2CCCCC2)c1
  -0.2	1059	17.6%	-0.49	1039	0.3%	0.83	-0.243	0.672	-0.364	-11.6	-4.5	i	4.0	i	1.2	1.3	0.6
CC1=C(C(=O)Nc2ccccc2)C(c2ccc(C)cc2)N=C(Nc2nc3ccccc3o2)N1 (stereo not drawn)
  -3.1	1408	19.0%	-0.97	1273	0.0%	-0.309	-0.199	0.27	0.739	14.9	-3.8	i	-2.8	i	2.0	1.5	12.6
CC1(C)N=C(SCC(=O)Nc2ccc(Cl)cc2)C(c2ccc(Cl)cc2)=N1
  -2.3	1135	1.8%	.	.	6.5%	-0.741	-0.293	-0.437	0.765	48.6	25.9	i	-0.1	i	33.8	13.4	61.0
COc1cccc(C2(CSc3nnc(-c4cc(OC)c(OC)c(OC)c4)o3)OCCO2)c1
  3.0	1379	?	-1.11	1083	0.5%	-0.16	-0.216	0.536	0.339	-0.4	-21.4	i	-26.3	.	3.0	1.6	11.1
COc1cccc(NC(=S)N(CCN(C)C)C(C)c2ccncc2)c1 (stereo not drawn)
  0.6	1268	8.9%	0.31	982	0.4%	-0.171	-0.232	0.783	-0.912	.	.	.	.	i	.	.	.
O=C(O)C1CCCCC1C(=O)Nc1nc(-c2ccc(Cl)s2)cs1 (stereo not drawn)
  -1.7	939	45.2%	0.5	1586	15.0%	0.207	-0.235	-0.202	0.357	-11.2	1.2	i	1.1	i	2.5	1.0	11.4
O=C(O)c1ccc2c(c1)C(=O)N(Cc1ccc3c(c1)OCO3)C2=O
  .	.	4.0%	.	.	0.5%	-0.362	-0.238	-0.0473	0.55	-2.7	-18.7	i	-1.0	i	2.1	1.6	5.2
O=C1CCCN1Cc1ncnn1-c1ccccc1
  -3.2	1195	6.3%	-0.14	1264	1.4%	-0.104	-0.201	0.317	1.24	2.8	8.6	i	-3.0	i	1.7	0.1	19.8
O=C(/C=C/c1ccccc1)N/C(=C/c1ccccc1)C(=O)N1CCCCC1
  2.3	1369	2.5%	-1.24	1271	0.9%	-0.459	-0.157	-0.3	0.616	3.4	15.9	i	-4.3	i	0.9	1.1	8.7
Nc1ccc2nc3n(c(=O)c2c1)CCC3
  -1.1	1086	19.5%	-0.99	872	-0.9%	-0.335	-0.225	-0.13	0.328	4.0	-0.8	i	-0.5	i	3.5	1.8	4.2
O=C(NCc1ccc2c(c1)OCO2)c1cccs1
  -1.8	1213	6.6%	.	.	3.1%	-1.14	-0.2	-0.471	0.721	-5.3	0.0	i	-13.2	i	6.2	2.9	8.5
COc1cc(NC(=O)C/C(C)=N/NC(=O)C(=O)NCCO)c(OC)cc1Cl
  0.7	1280	10.2%	-0.09	1116	-2.5%	0.106	0.169	0.047	-0.975	.	.	.	.	i	.	.	.
Cc1ccc(N2C(=O)[C@@H]3C(c4cccnc4)=NO[C@@H]3C2=O)c(C)c1
  -0.4	1285	10.1%	-0.25	1122	2.2%	-0.168	-0.22	0.03	0.0931	.	.	.	.	i	.	.	.
O=C(CN1CCC(C(=O)c2cccc(Cl)c2)CC1)Nc1ccc(C(=O)O)cc1
  -0.6	1015	-4.6%	-0.02	1485	-0.5%	0.504	-0.389	0.556	0.578	-13.5	-26.6	i	-11.5	i	.	.	.
CC(=O)c1sc(NC(=O)c2ccc(F)cc2)nc1-c1ccccc1
  -1.0	1086	2.8%	0.47	1655	0.9%	-0.679	-0.184	-0.968	0.36	13.9	-8.1	i	10.1	i	0.6	2.0	6.5
O=C1N(Cc2cccc(Cl)c2)C[C@@H]2C[C@@H](c3cccn3-c3ccccn3)N3CCC[C@@]123
  -1.3	956	-3.4%	-1.1	1448	2.7%	-0.742	-0.217	-0.422	0.995	-0.9	2.4	i	6.4	i	3.5	2.0	9.3
CCN=C1SC(CC(=O)NC(N)=O)C(=O)N1CC (stereo not drawn)
  -3.1	1161	-1.5%	0.48	1181	-2.9%	-0.601	-0.259	0.298	0.192	6.6	-1.4	i	16.9	i	1.8	2.2	6.5
CN(CCOc1ccccc1)C(=O)c1cc([N+](=O)[O-])cc([N+](=O)[O-])c1
  0.0	1073	16.4%	-0.09	1415	-1.4%	0.0864	-0.0982	0.745	-0.644	-20.0	-14.4	i	-6.8	i	2.3	1.9	8.6
C(=N\c1nc2ccccc2n1Cc1ccccc1)/c1cccs1
  -0.9	1000	-8.0%	.	.	-1.8%	-1.25	-0.209	-0.253	0.407	2.2	1.9	i	-2.5	i	3.9	2.2	6.0
c1ccc(N2CCN(Cc3cn4ccccc4n3)CC2)cc1
  -2.5	1060	-16.0%	0.15	1406	0.1%	-0.298	-0.259	0.0604	-0.217	1.1	-4.2	i	-9.7	i	1.9	1.7	4.3
N#Cc1ccc(C23CC4(C2)[C@H](CN(P(=O)(c2ccccc2)c2ccccc2)[C@@H]4c2ccccc2)C3c2ccc(Cl)nc2)cc1 (stereo partly drawn)
  -0.2	1244	15.7%	-0.6	697	-0.3%	1.04	-0.702	0.434	-0.54	.	.	.	.	i	.	.	.
FC(F)(F)c1cccc(NC(=S)NCc2ccccn2)c1
  -3.3	525	-9.9%	-0.23	963	0.4%	0.845	-0.241	0.586	-0.685	23.9	-2.9	i	2.5	i	3.1	2.3	7.6
CC(C)=CC(=O)OCC(=O)Nc1cccc([N+](=O)[O-])c1
  0.2	1101	1.0%	-0.16	1515	4.5%	0.696	-0.237	0.679	-0.955	4.2	7.7	i	-5.4	i	9.0	3.6	6.6
CCCCOc1ccc(S(=O)(=O)NC(=O)NCc2ccc(OCCC)cc2)cc1
  9.2	506	1.5%	.	.	0.3%	-0.177	-0.211	-0.276	-0.251	-16.2	6.2	i	0.9	i	4.0	1.7	6.9
c1ccc(-c2n[nH]c3c2CCC3)cc1
  -1.8	1450	-1.0%	-0.63	1278	-0.2%	-0.202	-0.19	-0.298	0.368	6.7	5.3	i	4.5	i	2.1	1.1	0.7
CCOc1ccc(N2CC(C(=O)Nc3ccc(F)cc3F)CC2=O)cc1 (stereo not drawn)
  -4.7	930	2.4%	-0.49	1121	-0.1%	1.08	-0.184	0.842	-0.261	-1.0	-2.9	i	0.4	i	3.3	2.9	18.1
Cc1cc(C)c2c(c1)c(C)cc1nnc(SCC(=O)c3cccs3)n12
  -6.8	982	-11.9%	-0.13	1498	0.6%	-0.561	-0.476	-0.247	1.14	-6.1	-5.3	i	3.6	i	4.5	3.0	13.2
Cc1ccccc1NC(=O)CC1SC(=NC2CCCCC2)NC1=O (stereo not drawn)
  -3.2	1229	4.4%	-0.52	1313	0.3%	3.21	-0.0966	2.33	-1.55	0.2	0.8	i	11.9	i	3.4	2.0	6.7
CC1(C)CC(=O)C(C=NCCCN2CCOCC2)=C(O)C1
  -5.2	796	-0.8%	0.83	1264	0.4%	-0.481	-0.0977	-0.194	1.07	-2.3	-7.4	i	-18.1	i	4.0	4.0	13.4

# 5 entries out of the list, ordered by molar mass, lowest first:
# Screens in order – bCat nuc transl	bCat nuc transl cell count 5 µM	AID2073	Ins promoter up	Ins promoter up cell count	HIV fusion peptide	Dynein cargo inh	Dynein cargo inh cytoplasmic EGFP	Dynein cargo inh nuclear GR-EGFP	Dynein cargo inh cell count	WT yeast gro inh	WT yeast gro inh mutant strain	Autophagy mod	Autophagy mod cell loss 18 h	Yfh1-off respiration	MT stabilize HCS	MT stabilize HCS Hoechst-high %	MT stabilize HCS cytotoxicity %
CCN=C1SC(CC(=O)NC(N)=O)C(=O)N1CC (stereo not drawn)
  -3.1	1161	-1.5%	0.48	1181	-2.9%	-0.601	-0.259	0.298	0.192	6.6	-1.4	i	16.9	i	1.8	2.2	6.5
COc1cccc(NC(=S)N(CCN(C)C)C(C)c2ccncc2)c1 (stereo not drawn)
  0.6	1268	8.9%	0.31	982	0.4%	-0.171	-0.232	0.783	-0.912	.	.	.	.	i	.	.	.
O=C(CN1CCC(C(=O)c2cccc(Cl)c2)CC1)Nc1ccc(C(=O)O)cc1
  -0.6	1015	-4.6%	-0.02	1485	-0.5%	0.504	-0.389	0.556	0.578	-13.5	-26.6	i	-11.5	i	.	.	.
CCCCOc1ccc(S(=O)(=O)NC(=O)NCc2ccc(OCCC)cc2)cc1
  9.2	506	1.5%	.	.	0.3%	-0.177	-0.211	-0.276	-0.251	-16.2	6.2	i	0.9	i	4.0	1.7	6.9
N#Cc1ccc(C23CC4(C2)[C@H](CN(P(=O)(c2ccccc2)c2ccccc2)[C@@H]4c2ccccc2)C3c2ccc(Cl)nc2)cc1 (stereo partly drawn)
  -0.2	1244	15.7%	-0.6	697	-0.3%	1.04	-0.702	0.434	-0.54	.	.	.	.	i	.	.	.
